Source: PubChem BioAssay
DENV2 CPE rescue: protects cells from dengue virus 2 cytopathic effect. DENV2-infected cells, cytopathic effect rescue, plate reader. CPE inhibition, % at 9.99 µM. actives 1.7% (n = 350,000); in the data active = CPE inhibition above about 20%, passing the limit was not always enough; inconclusive = no clear call, values can overlap the other calls; tested in BHK-21 cells;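 note: 0% = median of neutral control wells and 100% = median of positive control wells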
S100A4 MyoIIA: blocks human S100A4 binding to myosin IIA peptide; actives 0.14% (n = 360,000); inhibition, % at 10.7 µM; P26447; S100A4/TAMRA-MyoIIA peptide fluorescence polarization;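 active = mean inhibition of at least 70% across replicates, with every replicate also reaching that level; inconclusive = mean inhibition reaches 70% but some replicates fall short; inactive = mean inhibition below 70%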
Target sequence (P26447 whole entry, looked up): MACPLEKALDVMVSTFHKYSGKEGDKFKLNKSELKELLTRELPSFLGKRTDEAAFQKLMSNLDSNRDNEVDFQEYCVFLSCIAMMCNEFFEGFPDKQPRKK
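Material: human S100A4 monomer with TAMRA-labelled myosin IIA peptide; buffer or medium: HEPES pH 7.2 with CaCl2, KCl, NaCl, DTT, Triton; compound dosing: one concentration per compound; schedule: 5 min incubation before reading; benchmarks: neutral control DMSO, positive control TFP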
E-sel inducer: induces E-selectin expression in human endothelial cells. HUVEC E-selectin immunofluorescence imaging; normalized: neutral wells 0, TNF-alpha wells 100. activation, % at 7.58 µM. actives 0.37% (n = 260,000). AID 686992;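 active = mean E-selectin-positive cell signal at least 10% of the positive control, reached in at least 60% of replicates, without over 20% cell loss; inconclusive = no rule given, readout overlaps actives, possibly toxicity-flagged; inactive = the rest, including those meeting only one limit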;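 note: in these data hits start at about 27%; measured in HUVEC primary endothelial cells; signal is the percent of cells scored E-selectin positive by PE staining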
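System: HUVEC, human umbilical vein endothelial cells; quantity: 3,000 cells/well; buffer or medium: EGM-2 medium, gelatin-coated wells; dosing: single-point compound dose; detection: immunofluorescence imaging; evaluation: % PE-positive cells; benchmarks: TNF-alpha, DMSO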
PglD inh: PglD (C. jejuni) enzyme inhibition; AID 602405; purified PglD enzyme, DTNB colorimetric CoA detection; actives 0.098% (n = 360,000); inhibition, % at 12.5 µM; in the data active = inhibition above about 16%, passing the limit was not always enough; inconclusive = no clear call, values can overlap the other calls; note: strong numbers were not always called active
SIRT5 block: sirtuin-5 (human) deacylase inhibition. Q9NXA8. actives 1.1% (n = 330,000). Purified SirT5, succinyl-peptide AMC, trypsin-coupled fluorescence. inhibition, % at 15 µM; in the data active = inhibition above about 15%; inconclusive = no clear call, values can overlap the other calls
Target sequence (Q9NXA8 whole entry, looked up): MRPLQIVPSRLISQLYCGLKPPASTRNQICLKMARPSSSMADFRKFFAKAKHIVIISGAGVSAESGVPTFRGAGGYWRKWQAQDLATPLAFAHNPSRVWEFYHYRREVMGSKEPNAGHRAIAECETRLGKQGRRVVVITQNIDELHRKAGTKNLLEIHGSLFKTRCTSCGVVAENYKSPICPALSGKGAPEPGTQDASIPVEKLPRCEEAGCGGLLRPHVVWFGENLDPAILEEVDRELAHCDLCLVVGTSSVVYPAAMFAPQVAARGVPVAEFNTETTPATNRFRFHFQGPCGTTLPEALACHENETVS
ERp5 inh: ERp5 (human) disulfide isomerase inhibition; actives 0.05% (n = 350,000); inhibition, % at 9.99 µM; Q15084; AID 651711; ERp5 insulin aggregation, absorbance 650 nm, 90 min;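 active = mean replicate inhibition above about 25%, with every replicate also reaching it, limit read from the data, passing the limit was not always enough; inconclusive = only one of those two criteria met; inactive = neither criterion met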
Target sequence (Q15084 whole entry, looked up): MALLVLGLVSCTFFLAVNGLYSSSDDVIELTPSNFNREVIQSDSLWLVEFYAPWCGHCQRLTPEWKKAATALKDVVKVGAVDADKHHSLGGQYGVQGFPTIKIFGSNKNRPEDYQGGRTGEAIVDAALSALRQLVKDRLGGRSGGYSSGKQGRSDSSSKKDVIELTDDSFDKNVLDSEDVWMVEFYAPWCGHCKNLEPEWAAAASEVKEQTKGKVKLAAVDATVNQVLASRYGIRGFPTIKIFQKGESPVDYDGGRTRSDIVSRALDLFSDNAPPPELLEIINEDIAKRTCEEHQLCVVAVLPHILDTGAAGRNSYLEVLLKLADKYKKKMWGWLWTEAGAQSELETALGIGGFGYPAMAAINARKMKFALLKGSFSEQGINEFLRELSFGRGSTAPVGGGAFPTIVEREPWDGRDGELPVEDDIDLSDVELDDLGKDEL
C2C12 statin: protects C2C12 myotubes from simvastatin toxicity | ATP luminescence, 48 h; scaled: DMSO 0, geranylgeraniol control 100 | rescue of ATP level, % at 7.49 µM | actives 0.78% (n = 330,000) | AID 602340;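 active = mean ATP rescue above about 67%, or every replicate alone reaching that limit, limit read from the data, passing the limit was not always enough; inconclusive = no clear call, values can overlap the other calls; inactive = mean under the limit and some replicate under it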;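 note: myotubes were challenged with 10 µM simvastatin during compound exposure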
An asterisk follows results filed as active; ? = inconclusive; . = no result given. These rows are one share of the data; count on the stated rates, not on these rows.

molecule	DENV2 CPE rescue	S100A4 MyoIIA	E-sel inducer	PglD inh	SIRT5 block	ERp5 inh	C2C12 statin
COc1ccc(CCC(=O)N/N=C/c2ccc3c(c2)OCO3)cc1	3.4	-5.4	0.6	.	-6.3	0.1	1.6
O=C(O)Cc1c(-c2ccccc2)c2cc(Br)ccc2[nH]c1=O	1.2	-1.8	4.8	.	-2.2	2.9	.
CCNC(=O)[C@H]1[C@H](CO)[C@H]2Cn3c(ccc(-c4ccccc4)c3=O)[C@@H]1N2C(=O)CC1CC1	-6.2	2.0	0.3	.	-30.1	1.0	.
C=CCn1c(CSCc2ccc(Cl)cc2Cl)nnc1SCC(=O)Nc1ccc(C(=O)O)cc1	-1.0	-14.3	0.0	-9.0	0.9	2.8	-22.3
COc1ccc(Br)cc1CN(C)CC(=O)Nc1cccc(S(N)(=O)=O)c1	3.9	-3.0	.	.	-3.5	2.5	.
Cc1ccc(C(=O)NCC(=O)N2CCCN(C)CC2)cc1C	-3.9	-1.1	2.1	-2.8	2.7	9.2	3.9
CCCC#Cc1ccc([C@@H]2[C@H](C#N)N(C(=O)C3CC3)[C@H]2CO)cc1	-1.8	-1.1	0.6	2.6	11.9	2.9	-91.9
Cc1ccc(S(=O)(=O)Nc2ccc3c(c2)C(=O)N([C@H](C)CO)C[C@@H](C)[C@@H](CN(C)S(C)(=O)=O)OCCCC[C@H](C)O3)cc1	13.3	-4.8	-0.2	1.0	1.9	-3.3	.
Cc1ccc(-c2cc(C(=O)Nc3sc4c(c3C(=O)NCc3ccco3)CCC4)[nH]n2)c(O)c1	-4.0	5.7	.	-2.9	-4.2	3.3	.
COc1ccc(C2(CNC(C)=O)CCOCC2)cc1OC	2.2	-10.2	0.0	.	-0.1	0.8	12.6
Cc1cccc(N2C(=O)C(Cl)=C(Nc3c(C)n(C)n(-c4ccccc4)c3=O)C2=O)c1C	-4.1	-4.3	.	-2.9	-3.5	-3.4	-7.3
CC(=O)C[C@H]1c2cc(F)ccc2S(=O)(=O)N1c1ccc(N(C)C)cc1	10.6	0.6	0.0	-1.7	-3.5	1.6	18.2
CC1(C)CC(NS(=O)(=O)c2ccc(F)cc2)CC(C)(C)N1	0.9	0.6	.	-0.7	-5.3	1.7	7.3
Cc1ccc2[nH]c(=O)c(CN(CCCN(C)C)C(=O)Nc3ccc(F)cc3)cc2c1	15.5	-4.9	1.0	.	-1.7	-0.6	.
COc1cccc(-n2nc(C(=O)N3CCN(Cc4ccccc4)CC3)c3ccccc3c2=O)c1	-0.6	3.0	.	.	-1.7	2.3	.

Quoted from the listing.
COc1ccc(Br)cc1CN(C)CC(=O)Nc1cccc(S(N)(=O)=O)c1 @ S100A4 MyoIIA = -3.0
O=C(O)Cc1c(-c2ccccc2)c2cc(Br)ccc2[nH]c1=O @ DENV2 CPE rescue = 1.2
Cc1cccc(N2C(=O)C(Cl)=C(Nc3c(C)n(C)n(-c4ccccc4)c3=O)C2=O)c1C @ PglD inh = -2.9
Cc1ccc(-c2cc(C(=O)Nc3sc4c(c3C(=O)NCc3ccco3)CCC4)[nH]n2)c(O)c1 @ SIRT5 block = -4.2
Cc1ccc(S(=O)(=O)Nc2ccc3c(c2)C(=O)N([C@H](C)CO)C[C@@H](C)[C@@H](CN(C)S(C)(=O)=O)OCCCC[C@H](C)O3)cc1 @ PglD inh = 1.0
CC(=O)C[C@H]1c2cc(F)ccc2S(=O)(=O)N1c1ccc(N(C)C)cc1 @ ERp5 inh = 1.6

(continued)
molecule	DENV2 CPE rescue	S100A4 MyoIIA	E-sel inducer	PglD inh	SIRT5 block	ERp5 inh	C2C12 statin
Oc1c(N=Nc2ccc(F)cc2)ccc2ccccc12	-6.5	-2.2	.	3.1	-2.2	-4.4	21.7
O=C(c1ccc(COc2ccc(Cl)cc2)o1)N1N=C(C(F)F)CC1(O)C(F)F (stereo not given)	3.6	-2.6	.	-1.5	4.0	3.2	-2.8
C[C@@H]1CN([C@@H](C)CO)C(=O)c2cc(NC(=O)Nc3ccc4c(c3)OCO4)ccc2O[C@@H](C)CCCCO[C@H]1CN(C)CC1CCCCC1	-5.9	2.8	-0.1	2.5	-3.0	-18.5	-11.4
CN(C)CCCNC(=O)C[C@H]1CC[C@@H]2[C@@H](COc3ccc(NC(=O)c4cccc(F)c4)cc3C(=O)N2C)O1	41.5*	11.1	0.4	3.6	-0.6	3.0	-9.5
C[C@@H]1CN([C@@H](C)CO)C(=O)Cc2cc(NC(=O)Nc3ccccc3)ccc2O[C@@H]1CN(C)CC1CCCCC1	-3.4	11.6	-0.1	0.5	-7.8	6.7	-1.9
COc1ccc(C#Cc2ccc([C@H]3[C@H](CO)N4C(=O)CN(C(=O)c5ccccc5)C[C@@H]34)cc2)cc1	17.1	10.1	-0.5	.	1.8	-1.3	.
O=C(Nc1ccc(F)cc1)N[C@H]1CC[C@H](CCn2cc(-c3ccccc3F)nn2)O[C@H]1CO	-0.1	-0.1	-0.3	-2.5	2.5	-2.6	1.6
COc1ccc2nc3ccccc3nc2c1	?	1.7	.	2.5	.	0.9	16.9
C=CCc1c(C)nc(SC)nc1Nc1ccc(C)cc1	.	5.0	.	3.6	.	-1.0	15.7
CCCCn1c(N)c(N(CCOC)C(=O)c2cnc(C)cn2)c(=O)[nH]c1=O	-11.4	-2.4	.	3.1	-2.9	-2.2	-48.1
C/C=C/c1ccc([C@H]2[C@H](CO)N(C(C)=O)[C@H]2CNC(=O)c2ccccc2)cc1	-8.7	-2.0	-0.3	2.4	-0.6	-12.3	14.2
COc1ccc2nc3oc(C(=O)NCCCOC(C)C)cc3cc2c1	-2.0	-14.9	-0.1	-5.9	-14.2	0.4	-20.0
CC(NS(=O)(=O)c1ccc(NC(=O)N2CCCCC2)cc1)c1ccccc1 (stereo not given)	-5.5	-15.5	-0.2	-0.3	0.2	-7.0	.
COc1ccc(C2CC(c3ccc(F)cc3)n3nc(NC(=O)c4ccco4)nc3N2)cc1 (stereo not given)	-3.5	1.4	0.1	.	2.4	4.9	.
O=C(C[C@@H]1C[C@@H]2c3cc(NS(=O)(=O)c4ccccc4)ccc3O[C@@H]2[C@H](CO)O1)NCC(F)(F)F	2.2	4.4	-0.1	2.6	1.1	3.8	-10.6

Single records (already shown). Order of screens: DENV2 CPE rescue, S100A4 MyoIIA, E-sel inducer, PglD inh, SIRT5 block, ERp5 inh, C2C12 statin
Cc1cccc(N2C(=O)C(Cl)=C(Nc3c(C)n(C)n(-c4ccccc4)c3=O)C2=O)c1C across the screens: -4.1, -4.3, ., -2.9, -3.5, -3.4, -7.3
COc1ccc(CCC(=O)N/N=C/c2ccc3c(c2)OCO3)cc1 across the screens: 3.4, -5.4, 0.6, ., -6.3, 0.1, 1.6
Cc1ccc2[nH]c(=O)c(CN(CCCN(C)C)C(=O)Nc3ccc(F)cc3)cc2c1 across the screens: 15.5, -4.9, 1.0, ., -1.7, -0.6, .

Later entries:
molecule	DENV2 CPE rescue	S100A4 MyoIIA	E-sel inducer	PglD inh	SIRT5 block	ERp5 inh	C2C12 statin
COc1ccccc1CNCC(=O)Nc1ccc(N(C)C)cc1	?	-7.3	0.3	-1.8	-1.9	2.4	3.4
Cc1oc2cc(O)ccc2c(=O)c1Oc1ccc(F)cc1	11.7	-5.1	-0.2	3.9	-14.5	3.0	63.0
CCCNC(=O)N1C[C@@H]2[C@H](c3ccccc31)[C@@H](CO)N2Cc1ccc(F)cc1	?	.	0.1	-0.8	-3.2	1.2	-10.5
O=C(c1cccc(S(=O)(=O)N2CCc3ccccc32)c1)N1CCN(c2ccccn2)CC1	-2.0	1.6	.	.	1.2	-3.7	.
CCc1c(C(=O)NCc2cnn(C)c2)csc1C	.	-0.9	.	0.4	-1.5	1.2	-17.5
CCN(CC)C(=O)[C@H]1C[C@H](CC(=O)NCCC2=CCCCC2)C(=O)N2CCc3c([nH]c4cc(CCC(=O)N(C)C)ccc34)[C@]12C	-6.6	-1.5	.	5.6	-2.6	-0.4	-0.4
Cc1ccc(N2Cc3ccccc3OC(C)C2=O)cc1 (stereo not given)	-3.3	-0.9	0.3	0.1	-1.7	3.4	-14.9
COc1cc(OC)nc(NC(=O)CSc2nc3ccccc3[nH]2)n1	-13.1	-5.8	.	1.3	-0.2	1.5	-26.0
O=c1[nH]nc(N/N=C/c2ccccc2OC(F)F)c(=O)[nH]1	6.8	-2.3	0.1	-0.2	4.2	0.1	-9.1
O=C(NCc1ccncc1)c1cccc(S(=O)(=O)N2CCc3ccccc32)c1	0.5	-1.2	-0.2	-1.7	-0.9	2.9	-58.0
COc1ccc(/C=C2/NC(=O)N(CC(=O)Nc3cccc(C)c3)C2=O)cc1O	1.5	-0.7	-2.1	0.1	-1.5	1.5	2.6
COc1ccc(S(=O)(=O)N2C[C@@H](O)COC[C@@H]3O[C@@H](CC(=O)N(C)C)CC[C@H]32)cc1	-1.7	4.6	0.0	-4.1	5.2	-8.5	-7.6
C[C@H](NCCc1ccc(O)cc1)[C@H](O)c1ccc(O)cc1	-7.1	-0.2	?	-2.0	-2.2	-3.7	4.7
CC(c1ccc(F)cc1)n1c(Cn2ncc3ccccc3c2=O)n[nH]c1=S (stereo not given)	.	-1.4	.	.	-5.5	11.0	.
O=C1NC(c2cccc3ccccc23)Nc2ccc(Cl)cc21 (stereo not given)	2.5	22.8	4.2	.	-2.4	-2.4	.
Cc1ccc(NC(=O)c2nc[nH]c2C(=O)N2CCN(C(=O)OC(C)(C)C)CC2)cc1	?	2.1	-0.2	-0.2	.	3.1	21.4
Cc1sc2nc(CN3CCCCC3)nc(Nc3ccc4c(c3)OCCO4)c2c1C	.	-4.3	0.2	.	-3.9	0.8	.
CCn1c(=NC(=O)CN2C(=O)CCC2=O)sc2c(C)cc(C)cc21	-1.6	-1.2	0.2	1.7	2.0	1.0	-32.8
CO[C@@H]1CN(C)C(=O)c2ccc(NC(C)=O)cc2OC[C@@H](C)N(C(=O)C2CCC2)C[C@H]1C	-8.2	-2.1	-0.2	-1.6	-2.9	8.1	-14.9
O=C(C1CCOCC1)N1C[C@@H]2N[C@H](C1)C2c1ccc(-c2cccc(F)c2)cc1 (stereo not given in full)	7.6	9.4	0.0	.	-1.6	-3.6	.
CC1(c2ccc(Cl)cc2)NC(=O)N(CC(=O)c2ccc3c(c2)OCO3)C1=O (stereo not given)	14.3	0.9	.	-3.6	-1.0	-7.0	-5.9
O=S(=O)(c1ccc(F)cc1)N1CCCCN2[C@H](CO)[C@@H](c3ccc(C#CC4CC4)cc3)[C@@H]2C1	17.6	0.3	-0.6	-3.7	4.1	-2.7	49.4
O=C(C[n+]1ccccc1)c1ccc(-c2ccccc2)cc1	-2.9	5.5	0.3	.	-1.0	2.7	.
c1ccc2c(Nc3ccc(N4CCOCC4)cc3)nc(N3CCOCC3)nc2c1	-1.6	-1.2	0.2	-7.1	3.1	1.5	-30.0
CCN(CC)CC#CCC(OC)(c1ccccc1)c1ccccc1	-2.9	-4.2	-0.2	.	6.0	1.5	.
CC(=O)Nc1nc2c(C)cc(NC(=O)C3CCCCC3)cc2s1	-1.8	2.3	-0.2	3.9	-4.3	0.1	-15.6
C[C@H]1CN([C@@H](C)CO)C(=O)c2cccc(NC(=O)c3ccc(-c4nccs4)cc3)c2O[C@@H]1CN(C)Cc1ccccc1	-4.9	0.7	-0.2	-11.7	2.2	4.9	37.5
O=C(COC(=O)/C=C/c1ccc([N+](=O)[O-])cc1)NC1CCCCC1	-7.1	-6.0	-1.0	1.6	-4.2	5.4	-4.4
